G9a block – G9a (human) methyltransferase inhibition; G9a H3K9 monomethylation, AlphaScreen, 2 h; Potency, µM (series often up to 102 µM), inactives show at the highest dose activity, negative = inhibition, most hits filed as inhibitors; Q96KQ7; 350,000 compounds, 8.8% hits; also: % is scaled to controls: 0 for no effect and ±100 for the full control effect; nearly all actives have a fitted effect of over 75% in size
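Compounds were preincubated with 20 nM G9a for 15 min, after which biotinylated H3K9 peptide (500 nM) and SAM (20 uM) started a 2 h room-temperature reaction. Monomethylated product was quantified by antibody-based AlphaScreen chemiluminescence.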
APE1 inh – blocks human APE1 abasic DNA cleavage | P27695 | Potency, µM (titrated, usually from 65.8 µM), without a hit: at the top dose activity change, negative = inhibition, hits mostly inhibitors | 350,000 compounds, 0.35% hits | AID 2517 | recombinant APE1, TAMRA/BHQ-2 abasic DNA cleavage fluorescence;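 also: plate controls were vehicle for no effect and reference inhibitor for full effect; nearly all actives have a fitted effect of over 55% in size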
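Endonuclease cleavage of a quenched abasic-site DNA duplex (50 nM) by APE1 (0.75 nM) was tracked by TAMRA dequenching. Compounds were preincubated with enzyme 15 min at room temperature; data normalized to buffer-only and DMSO wells plus NSC13755 control.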
Pol kappa inh – blocks human DNA polymerase kappa activity | Q9UBT6 | purified Pol kappa, fluorescent DNA synthesis assay, 10 min | Potency, µM (doses to about 107 µM), for the others: top-dose activity, negative = inhibition, actives largely listed as inhibitors | 400,000 compounds, 0.53% hits; also: % is scaled to controls: 0 for no effect and ±100 for the full control effect
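First, compounds were pin-transferred onto 10 nM Pol kappa. After 15 min at room temperature, substrate was added to 50 nM final. Fluorescence was then measured kinetically at 0 and 10 min.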
BLM inh – blocks DNA unwinding by human BLM helicase | P54132 | recombinant BLM DNA unwinding, fluorescence dequenching | Potency, µM (top dose mostly 56.1 µM), without a hit: at the top dose activity change, negative = inhibition, usual class: inhibitors | 350,000 compounds, 0.2% hits;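 also: plate controls were vehicle for no effect and no enzyme for full effect; nearly all actives have a fitted effect of over 35% in size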
POLB inh – inhibitors of human DNA polymerase beta | AID 485314 | Pol beta primer extension/strand displacement, fluorescence kinetic | P06746 | 340,000 compounds, 1.3% hits | Potency, µM (top dose mostly 114 µM), inactives show top-dose activity change, negative = inhibition, most hits filed as inhibitors; also: % is scaled to controls: 0 for no effect and ±100 for the full control effect
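10 nM enzyme + cpd, 15 min RT; start with substrate 50 nM final; read 0 min and after 10 min RT. Corrected, normalized data; 4-parameter Hill curve fit.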
BAZ2B block – BAZ2B (human) inhibition; Q9UIF8; Potency, µM (titrated, usually from 114 µM), for the others: at the top dose activity change, negative = inhibition, most hits filed as inhibitors; AlphaScreen BAZ2B-H3K14Ac peptide displacement; AID 504333; 360,000 compounds, 4.4% hits; also: % is scaled to controls: 0 for no effect and ±100 for the full control effect; nearly all actives have a fitted effect of over 60% in size
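Protein-peptide AlphaScreen: BAZ2B 50 nM, b-H3K14Ac 50 nM, 1x PBS pH 7.4 + 0.01% Tween-20. Preincubation 30 min RT; cpd 30 min RT (top 110 uM); beads 20 min RT, light-protected.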
JMJD2A Tudor – blocks the human JMJD2A Tudor domain | 390,000 compounds, 4.4% hits | AlphaScreen JMJD2A-Tudor / H3K4me3 peptide binding | AID 504339 | Potency, µM (top dose mostly 114 µM), without a hit: top-dose activity change, negative = inhibition, usual class: inhibitors; also: % is scaled to controls: 0 for no effect and ±100 for the full control effect; nearly all actives have a fitted effect of over 50% in size
Pol eta inh – inhibitors of human DNA polymerase eta; Q9Y253; recombinant Pol eta, fluorescent DNA replication assay; AID 588591; 390,000 compounds, 1.2% hits; Potency, µM (series often up to 114 µM), for inactives: top-dose activity change, negative = inhibition, usual class: inhibitors; also: % is scaled to controls: 0 for no effect and ±100 for the full control effect
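Pol eta at 10 nM preincubated with compounds 15 min at room temperature; reaction started with fluorescent substrate (50 nM final) and read kinetically at 0 and 10 min.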
Pol iota inh – blocks human DNA polymerase iota activity; Pol iota fluorescent replication assay, 10 min; 390,000 compounds, 1% hits; Q9UNA4; Potency, µM (doses to about 115 µM), inactives show at the highest dose activity, negative = inhibition, hits mostly inhibitors
Target sequence (Q9UNA4 whole entry, looked up): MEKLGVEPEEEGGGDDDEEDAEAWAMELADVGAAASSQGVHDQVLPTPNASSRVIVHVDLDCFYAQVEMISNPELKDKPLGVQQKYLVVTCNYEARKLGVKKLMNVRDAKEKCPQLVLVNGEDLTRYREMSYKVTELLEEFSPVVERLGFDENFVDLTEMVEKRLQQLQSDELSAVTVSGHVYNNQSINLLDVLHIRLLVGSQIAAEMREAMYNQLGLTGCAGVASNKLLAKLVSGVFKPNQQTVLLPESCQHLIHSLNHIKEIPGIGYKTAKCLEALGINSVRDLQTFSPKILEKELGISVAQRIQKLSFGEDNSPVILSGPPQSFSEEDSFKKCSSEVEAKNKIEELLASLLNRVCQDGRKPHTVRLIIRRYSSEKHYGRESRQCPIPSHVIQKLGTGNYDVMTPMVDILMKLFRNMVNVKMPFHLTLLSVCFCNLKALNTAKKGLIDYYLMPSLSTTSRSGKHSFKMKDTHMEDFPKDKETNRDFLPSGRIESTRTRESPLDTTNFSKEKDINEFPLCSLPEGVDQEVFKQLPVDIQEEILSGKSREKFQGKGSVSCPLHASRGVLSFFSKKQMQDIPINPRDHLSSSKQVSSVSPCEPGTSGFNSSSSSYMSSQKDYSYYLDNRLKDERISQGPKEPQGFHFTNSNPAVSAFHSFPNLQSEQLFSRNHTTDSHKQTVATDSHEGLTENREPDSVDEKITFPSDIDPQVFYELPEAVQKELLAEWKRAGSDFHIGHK
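Fluorescent replication assay read twice, at 0 min and 10 min after adding 50 nM (final) substrate. Enzyme (10 nM) and compounds were first incubated 15 min at room temperature; enzyme-free buffer wells were negative controls.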
* hit, by the source's call; ? = inconclusive; . = not tested or not shown; & = joins results of further samples; [ ] = remark or other dose. Calls follow the shape of the dose curve; as a rule, active = well fitted curve in the direction sought with a large enough effect; inconclusive = small, poorly fitted or top-dose-only effect, or another doubt; inactive = no such curve, though single readings can be large; an effect the other way counts as inactive or inconclusive. Potency is read from the fitted curve at half-maximal effect. Only part of the results is shown; rates above refer to the full screens.

no. | Compound | G9a block | APE1 inh | Pol kappa inh | BLM inh | POLB inh
1 | CCC(C(=O)Oc1c(C(C)C)cccc1C(C)C)c1ccccc1 (stereo unspecified) | 7.8%[0.501 µM] | 7.5% | 11.5% | . | .
2 | COc1ccc(C2=NOC(C(=O)Nc3c(C)n(C)n(-c4ccccc4)c3=O)C2)cc1OC (stereo unspecified) | -9.5% | -0.8% | 0.0% | -2.0% | 28.4%
3 | CC(=O)Nc1ccc(N/C=C/C(=O)c2ccco2)cc1 | ? | 5.7% | -9.9% | -16.9% | -9.7%
4 | O=C(O)CCCCCn1c(SCC(=O)N2CCCC2)nc2ccsc2c1=O | 65.0%[activator][59 µM] | -5.4% | -5.4% | 2.4% | 24.8%
5 | COc1cc(CNCCc2ccccc2)ccc1OCC(=O)NC(C)(C)C | ? | -5.4% | 6.8% | -1.0% | -21.7%
6 | Cc1ccc(CC(=O)NC2CCSC2=O)cc1 (stereo unspecified) | 21.4% | 2.6% | -1.9% | 1.9% | -1.0%
7 | Cc1noc(-c2ccc(-c3noc(-c4ccc(C(F)(F)F)cc4)n3)cc2)n1 | 26.1%[59 µM] | . | -4.2%[60.1 µM] | -0.9% | 4.2%
8 | CCOC(=O)C1=CN2CCC[C@H]2CC1=O | . | -1.2% | -2.9% | . | .
9 | COc1ccc(-c2cn3c(C)c(C(=O)Nc4cccc(C)n4)sc3n2)cc1 | 10µM* | 4.0% | -9.4% | -1.1% | 1.3%
10 | CCOc1ccccc1Nc1ncnc2c1c(-c1ccccc1)cn2-c1ccc(OC)cc1 | -13.7%[59 µM] | . | -5.5%[60.1 µM] | -5.1% | 7.4%
11 | COc1ccc(NC(C)=O)c(C)c1 | -9.5%[59 µM] | 0.7% | -12.9% | -1.0% | 14.8%
12 | COc1ccc(O)c(/C=N/N2CCOCC2)c1 | 9.6% | 2.1% | -14.1% | 3.0% | 20.5%
13 | CSc1ccccc1C(=O)Nc1cc([N+](=O)[O-])ccc1C | 10µM* | 1.6% | -12.3% | -0.9% | 0.7%
14 | O=C(c1ccccc1)n1nc(-c2ccc(Cl)cc2)nc1NCc1ccco1 | 25.7%[59 µM] | . | -8.1% | -6.6% | -2.7%
15 | Cn1c(=O)oc2cc(S(=O)(=O)CCC(=O)N3CCN(c4ccccc4)CC3)ccc21 | -5.5% | 5.1% | -2.7%&4.4% | -4.1%&1.9% | -4.1%&19.9%

no. | BAZ2B block | JMJD2A Tudor | Pol eta inh | Pol iota inh
1 | 86.4%[activator] | 54.9%[activator] | -22.8% | 23.0%
2 | 10.7% | -18.6% | -2.1% | ?
3 | ? | -15.4% | ? | 39.4%[activator]
4 | ? | -3.6% | -9.6% | ?
5 | -31.3% | 9.9% | -11.4% | 14.3%
6 | 19.2% | -7.6% | -0.7% | -11.7%
7 | 7.1% | -11.6% | -2.8% | -6.0%
8 | . | -9.7% | -7.0% | -17.4%
9 | -8.6% | -21.4% | -5.1% | -3.8%
10 | -29.2% | -15.9% | -3.5% | 8.9%
11 | -14.7% | -2.7% | 5.3% | 31.1%[activator]
12 | -20.8% | -17.3% | -7.1% | 19.8%
13 | -15.5% | -3.4% | -20.4% | 15.5%
14 | 2.9% | 16.2% | -17.4% | -7.0%
15 | -2.7% | -7.6%&2.9% | -4.1%&-13.0% | 25.5%&-0.2%

Compound profiles (already shown). Values in the order: G9a block	APE1 inh	Pol kappa inh	BLM inh	POLB inh	BAZ2B block	JMJD2A Tudor	Pol eta inh	Pol iota inh
O=C(c1ccccc1)n1nc(-c2ccc(Cl)cc2)nc1NCc1ccco1 across the screens: 25.7%[59 µM]	.	-8.1%	-6.6%	-2.7%	2.9%	16.2%	-17.4%	-7.0%
COc1ccc(O)c(/C=N/N2CCOCC2)c1 across the screens: 9.6%	2.1%	-14.1%	3.0%	20.5%	-20.8%	-17.3%	-7.1%	19.8%

Structures listed so far that contain a halogen (2):
no. | Compound | G9a block | APE1 inh | Pol kappa inh | BLM inh | POLB inh
7 | Cc1noc(-c2ccc(-c3noc(-c4ccc(C(F)(F)F)cc4)n3)cc2)n1 | 26.1%[59 µM] | . | -4.2%[60.1 µM] | -0.9% | 4.2%
14 | O=C(c1ccccc1)n1nc(-c2ccc(Cl)cc2)nc1NCc1ccco1 | 25.7%[59 µM] | . | -8.1% | -6.6% | -2.7%

no. | BAZ2B block | JMJD2A Tudor | Pol eta inh | Pol iota inh
7 | 7.1% | -11.6% | -2.8% | -6.0%
14 | 2.9% | 16.2% | -17.4% | -7.0%

New compounds follow:
no. | Compound | G9a block | APE1 inh | Pol kappa inh | BLM inh | POLB inh
16 | CCOC(=O)C(C)(C)Oc1ccc(Cl)cc1 | 8.7%[59 µM] | 1.8%&0.4%&-0.9%&-1.9%&-2.0% | 1.7%[60.1 µM] | 4.8%&4.8%&-5.5% | 3.0%[57.1 µM]
17 | Cn1c(=O)cc(-c2ccccc2)c2ccccc21 | -4.7%[59 µM] | 2.8% | -18.0% | 2.5% | -18.7%
18 | COc1ccc(F)cc1-c1nc(N)nc(N)n1 | 4.5%[0.501 µM] | 17.2% | 0.7% | . | .
19 | C=CCn1c(=NC(=O)c2cc(-c3cccs3)nc3ccccc23)sc2cc(S(N)(=O)=O)ccc21 | -6.4%[59 µM] | ? | -19.5% | -7.2% | 6.2%
20 | CCOc1ccccc1/C=C/c1onc(C)c1S(=O)(=O)N1CCC(C(=O)NC(C)C)CC1 | 15.5% | 37.4% | 4.5% | -2.8% | 42.4%
21 | CC(=O)CCS(=O)(=O)c1ccc(C)c(C)c1 | ? | 1.2% | 0.8% | 2.3% | 10.2%
22 | CC(C)N1C(=O)CCN(C=O)c2ccccc21 | 13.5%[59 µM] | 4.6% | 3.3% | -2.3% | 3.3%
23 | COCCNc1nc2nonc2nc1N(C)Cc1cccc2cnccc12 | -43.3% | ? | -16.8% | -6.3% | ?
24 | COc1ccc(OC)c(N(C(=O)c2snc(C(N)=O)c2N)C(C(=O)NCC2CCCO2)c2ccc3ncccc3c2)c1 (stereo unspecified) | 26.7% | -17.6% | -17.5% | 0.1% | 48.0%
25 | CC(NC(=O)c1ccc2c(c1)sc1nc(-c3ccccc3)cn12)C12CC3CC(CC(C3)C1)C2 (stereo unspecified) | -7.4%[59 µM] | . | -3.5% | -9.3% | -18.7%

no. | BAZ2B block | JMJD2A Tudor | Pol eta inh | Pol iota inh
16 | 7.0% | -5.0% | 1.2% | 10.5%
17 | -2.4% | 0.7% | -4.4% | 5.9%
18 | -0.6% | -21.8% | -7.5% | 11.4%
19 | -5.1% | -15.1% | -9.7% | 14.9%
20 | -9.4% | -7.4% | -18.5% | 9.5%
21 | 4.3% | -25.7% | 7.8% | -0.3%
22 | 2.4% | -16.6% | -15.4% | 10.0%
23 | -17.7% | -13.7% | -0.3% | -0.2%
24 | -10.2% | -9.3% | 3.5% | 100.7%[activator]
25 | 2.1% | -6.9% | -2.7% | -4.5%

Compound activity (PubChem)
